Screening data (PubChem BioAssay)
aDG glyco up: increases alpha dystroglycan glycosylation | Pro5-aDG cells, alpha-DG glycosylation AlphaScreen (IIH6); 0% Pro5, 100% B10-LARGE cell signal | activation, % at 10 µM | 0.22% of 360,000 active | AID 624168;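 active means activation of at least 8% versus controls, or a plate z-score of at least 8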;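 further: Pro5 are CHO cells carrying HIG-tagged alpha-DG that lacks glycosylation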
NOD2-RIPK2 inh: NOD2-RIPK2 protein interaction inhibition; CHO BLA complementation NOD2-RIPK2, CCF4 ratio; 0.38% of 360,000 active; O43353; inhibition, % at 4.98 µM; in the data active means inhibition above about 21%;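 further: 0% = vehicle only and 100% = reference blocker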
Vif inh: blocks HIV Vif function; HEK293T cells, Vif self-association by quenched fluorescence, imaging, 24 h; inhibition, % at 7.49 µM; 0.35% of 340,000 active; AID 602346; in the data active means inhibition above about 50%, passing the limit was not always enough; further: some results filed as inactive read as strong as hits
Glyco luc inh: blocks N-linked glycosylation in D54 reporter cells; AID 588692; D54 ERlucT glycosylation luciferase reporter, 24 h; percent of 100 nM tunicamycin response; 0.23% of 360,000 active; reporter increase, % at 12.5 µM;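 active means mean luciferase reporter signal, scaled so untreated is 0 and the glycosylation-blocking control 100, at or above a set limit in every replicate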;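 further: luciferase carries N-glycosylation sites so blocking glycosylation raises the light; 0% = median of neutral control wells and 100% = median of 100 nM tunicamycin wells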
MC4R antagonist: human MC4R antagonism in cAMP assay. MC4R-expressing cells, MTII-stimulated cAMP, LANCE TR-FRET. inhibition, % at 6.5 µM. 0.48% of 360,000 active;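 active means inhibition above its plate's cutoff, the mean of tested wells on that plate plus 3 SD, cut at about 29% in these data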;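 further: 0% = Melanotan II alone and 100% = Melanotan II plus saturating MCL0020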
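Assay system: U2OS-MC4R stable cell line; Also added: Melanotan II; Technique: Eu-cAMP/anti-cAMP TR-FRET, emission 671 nm; Times: 30-min compound, 1-h challenge, 1-h detection, room temperature.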
MC4R barr agon: activates human MC4R beta-arrestin recruitment; U2OS MC4R beta-arrestin complementation, luminescence; percent of melanotan II response, DMSO zero; activation, % at 8.9 µM; 0.98% of 360,000 active;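 active means activation above a per-plate cutoff, the mean activation of sample wells on that plate plus 3 SD, cut at about 8% in these data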
Exocytosis inh: lytic granule exocytosis inhibition; TALL-104 LAMP-1 surface exposure, flow cytometry; cells stimulated with thapsigargin and PMA; inhibition, % at 10 µM; 0.66% of 360,000 active;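 active means inhibition above about 55%, limit read from the data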
ABCB6 inh 2: blocks the human ABCB6 transporter. 0.19% of 360,000 active. K562-ABCB6 porphyrin accumulation, flow cytometry, 1 h; hits give low values. Q9NP58. fluorescence ratio to DMSO, % at 10 µM;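 active means fluorescence ratio to DMSO below 75%, the collection mean minus 3 SD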;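 further: signal is porphyrin accumulated inside mitochondria; 100% equals median channel fluorescence of DMSO control wells; lower ratio means ABCB6 inhibition with less porphyrin fluorescence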
Target sequence (Q9NP58 whole entry, looked up): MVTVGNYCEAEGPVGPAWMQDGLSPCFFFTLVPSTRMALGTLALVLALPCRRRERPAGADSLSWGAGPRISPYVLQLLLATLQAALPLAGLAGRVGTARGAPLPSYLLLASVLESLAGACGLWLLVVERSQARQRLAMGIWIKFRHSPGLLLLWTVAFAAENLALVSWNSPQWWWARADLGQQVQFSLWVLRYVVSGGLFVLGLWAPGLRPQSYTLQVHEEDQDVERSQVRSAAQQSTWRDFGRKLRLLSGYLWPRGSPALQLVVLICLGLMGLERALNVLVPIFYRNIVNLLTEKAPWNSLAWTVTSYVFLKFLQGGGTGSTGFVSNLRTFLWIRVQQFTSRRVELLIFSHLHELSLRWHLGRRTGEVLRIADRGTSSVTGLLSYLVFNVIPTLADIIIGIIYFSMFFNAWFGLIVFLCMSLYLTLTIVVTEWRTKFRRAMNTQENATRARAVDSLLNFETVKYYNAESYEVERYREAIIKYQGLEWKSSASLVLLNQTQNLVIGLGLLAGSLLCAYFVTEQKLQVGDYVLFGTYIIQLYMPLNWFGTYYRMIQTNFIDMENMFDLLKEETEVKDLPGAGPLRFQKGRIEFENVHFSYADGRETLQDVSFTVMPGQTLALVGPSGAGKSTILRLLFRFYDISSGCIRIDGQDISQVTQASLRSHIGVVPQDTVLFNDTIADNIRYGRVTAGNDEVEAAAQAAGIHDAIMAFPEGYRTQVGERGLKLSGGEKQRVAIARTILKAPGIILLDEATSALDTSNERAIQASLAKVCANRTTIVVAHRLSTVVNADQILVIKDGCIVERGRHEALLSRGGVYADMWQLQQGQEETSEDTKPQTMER
TLR9-MyD88 inh: inhibitors of human TLR9-MyD88 binding; CHO BLA complementation TLR9-MyD88, CCF4 FRET ratio; inhibition, % at 4.98 µM; 0.21% of 340,000 active; AID 504734;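 active means inhibition above the mean over all tested compounds plus 3 SD, cut at about 21% in these data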;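 further: 0% = DMSO only wells and 100% = clavulanate BLA inhibitor control wells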
ABHD5 PLIN5 PPI: ABHD5-PLIN5 protein interaction inhibition | Q00G26+Q8WTS1 | Split G. princeps luciferase complementation, luminescence, 4 h | inhibition, % at 4 µM | 0.78% of 360,000 active | AID 602281;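 active means inhibition above the mean inhibition across every tested compound plus 3 SD, cut at about 22% in these data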;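 further: 0% = DMSO only wells and the 100% control is not disclosed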
* hit, by the source's call; / = no result given. Some of the compounds tested; rates above refer to the full screens.

Values run as follows: aDG glyco up	NOD2-RIPK2 inh	Vif inh	Glyco luc inh	MC4R antagonist	MC4R barr agon	Exocytosis inh	ABCB6 inh 2	TLR9-MyD88 inh	ABHD5 PLIN5 PPI
- COc1ccc(C2CC(c3ccccc3)=NN2c2ccc(/C=N/NC(=O)c3ccncc3)cc2)cc1 (configuration not stated)
→ -0.2	-10	/	1	19	-0.3	3	115	0	0
- CC(=O)Nc1cccc(NC(=O)Nc2cccc(Cl)c2C)c1
→ 0.1	2	-9	-1	7	-0.6	6	100	2	-3
- Cc1ccc(OCC(=O)NNC(=O)Cn2nnc(-c3ccccc3)n2)cc1
→ 0.1	-8	-1	0	26	2.6	-4	100	-1	-11
- CCCOc1ccc(N2C(=O)CC(NCC(=O)OCC)C2=O)cc1 (configuration not stated)
→ -0.2	1	19	2	9	-0.5	14	98	/	-8
- Cc1ccc(C(=O)Nc2nccc(C)n2)cc1
→ -0.1	-1	6	1	1	-1.5	-9	96	5	3
- C/C=C\C(=O)Nc1cccc(C2=NOC3(C2)C[C@H](C(N)=O)N(C(=O)Cc2ccc([N+](=O)[O-])cc2)C3)c1 (some centres not stated)
→ 0.3	-6	/	3	4	-0.7	-1	97	4	0
- COc1ccc(CNC(=O)c2ccc(CS(=O)(=O)c3ccc(Br)cc3)o2)cc1
→ 0.1	0	2	-4	6	-0.8	-4	101	-1	-1
- COc1cc(NC(=O)Cc2ccccc2)cc(OC)c1
→ 0.6	8	/	0	-1	-1.6	1	114	-3	4
- Cc1ccc(O)c(NC(=S)NC(=O)/C=C/c2ccccc2)c1
→ 0.1	-8	-1	3	5	0.5	12	98	3	-8
- COc1ccccc1S(=O)(=O)Nc1cc(S(=O)(=O)N2CCCCC2)ccc1N1CCOCC1
→ 0.6	-16	6	-1	-3	0.5	42	96	13	10
- COC(=O)c1ccc(CNC(=O)COC(=O)/C=C/c2cc(OC)c(OC)c(OC)c2)cc1
→ 0.0	1	-16	0	11	-1.1	-1	104	-3	3
- O=c1ccc(-c2ccccc2)nn1Cc1ccc(F)cc1
→ 0.0	5	-3	-4	-1	-2.0	23	96	2	6
- COc1cc(-n2nnnc2SCC(=O)N2CCN(c3ccc(F)cc3)CC2)c(OC)cc1Cl
→ 0.7	6	2	-2	4	-2.4	0	100	-10	-1
- CCN(C(=O)c1cc(S(=O)(=O)N2CCc3ccccc32)cn1C)c1ccccc1
→ 0.1	17	-6	-1	6	-0.2	1	99	-1	6
- CC(C(=O)Nc1ccc2c(c1)OCO2)N1CCN(C)CC1 (configuration not stated)
→ 0.1	3	/	3	13	2.4	-3	96	-10	2
- Cc1cc(C(=O)Nc2c(C)n(C)n(-c3ccccc3)c2=O)c(C)o1
→ -0.1	-10	-2	2	-5	-0.9	0	96	-4	6
- C[C@H](NC(=O)N1CCn2c1nc1ccccc12)C(=O)NCc1ccco1
→ 0.0	-11	-4	4	4	-0.7	-2	96	0	-2
- CCN(CC)c1ccc(/C=N/NC(=O)c2ccc3nc[nH]c3c2)c(O)c1
→ 0.0	-5	-6	-8	-2	3.0	67*	95	-12	-1
- O=C(Cc1ccccc1F)NCC(=O)Nc1ccccc1Br
→ -0.2	9	1	2	23	-0.1	-3	99	-12	-6
- COc1ccccc1CNCC(=O)Nc1ccc(C(F)(F)F)cc1
→ 0.0	-2	-4	1	-3	-1.3	1	84	-2	8
- Cc1cccc(NC(=O)CSCC(=O)N(C)Cc2ccc(Cl)c(Cl)c2)c1
→ 0.0	4	23	1	-3	3.4	-4	98	3	2
- O=[N+]([O-])c1ccc(O)c(/C=N/Nc2ccccc2Cl)c1
→ -0.1	3	-3	-6	7	4.8	-2	94	-6	2
- CCCC(=O)Nc1ccc(C(=O)COC(=O)C2CC2C)cc1 (configuration not stated)
→ -0.3	9	1	-1	-6	0.9	-4	102	-7	-5
- COc1ccc(-c2ccc(-c3noc(-c4ccccc4F)n3)c(OC)n2)cc1
→ 0.0	-4	4	-2	3	0.4	0	100	9	0
- COC(=O)Cc1c(O)ccn(CCc2ccccc2)c1=O
→ -0.3	-1	19	4	5	-3.4	1	102	12	-1
- C=CCn1cnc2scc(-c3ccc(OC)cc3)c2c1=O
→ 0.1	-8	17	-2	5	-2.4	-1	96	-9	2
- COc1ccc(S(=O)(=O)NC(=O)C2(C)CCN2C(=O)Cc2cc(F)ccc2F)cc1 (configuration not stated)
→ -0.4	-6	-2	0	2	-0.8	-4	92	/	-1
- CC(C)CC(=O)NC(NC(=S)Nc1sc2c(c1C#N)CCCC2)C(Cl)(Cl)Cl (configuration not stated)
→ 0.1	-1	2	1	-2	-0.6	2	99	4	-10
- O=C(O)c1ccc(CSc2ccccn2)cc1
→ -0.2	-3	-4	-1	7	-0.7	4	98	10	-4
- CCCc1nnc(SCC(=O)N2CCCCC2C)n1CC1CCCO1 (configuration not stated)
→ 0.0	9	3	1	3	-1.5	-4	83	0	-1

In a second layout: results already given
SMILES,aDG glyco up,NOD2-RIPK2 inh,Vif inh,Glyco luc inh,MC4R antagonist,MC4R barr agon,Exocytosis inh,ABCB6 inh 2,TLR9-MyD88 inh,ABHD5 PLIN5 PPI
O=C(Cc1ccccc1F)NCC(=O)Nc1ccccc1Br,-0.2,9,1,2,23,-0.1,-3,99,-12,-6
COc1ccccc1CNCC(=O)Nc1ccc(C(F)(F)F)cc1,0.0,-2,-4,1,-3,-1.3,1,84,-2,8
Cc1cccc(NC(=O)CSCC(=O)N(C)Cc2ccc(Cl)c(Cl)c2)c1,0.0,4,23,1,-3,3.4,-4,98,3,2
O=[N+]([O-])c1ccc(O)c(/C=N/Nc2ccccc2Cl)c1,-0.1,3,-3,-6,7,4.8,-2,94,-6,2
CCCC(=O)Nc1ccc(C(=O)COC(=O)C2CC2C)cc1 (configuration not stated),-0.3,9,1,-1,-6,0.9,-4,102,-7,-5
COc1ccc(-c2ccc(-c3noc(-c4ccccc4F)n3)c(OC)n2)cc1,0.0,-4,4,-2,3,0.4,0,100,9,0
COC(=O)Cc1c(O)ccn(CCc2ccccc2)c1=O,-0.3,-1,19,4,5,-3.4,1,102,12,-1
C=CCn1cnc2scc(-c3ccc(OC)cc3)c2c1=O,0.1,-8,17,-2,5,-2.4,-1,96,-9,2
COc1ccc(S(=O)(=O)NC(=O)C2(C)CCN2C(=O)Cc2cc(F)ccc2F)cc1 (configuration not stated),-0.4,-6,-2,0,2,-0.8,-4,92,/,-1
CC(C)CC(=O)NC(NC(=S)Nc1sc2c(c1C#N)CCCC2)C(Cl)(Cl)Cl (configuration not stated),0.1,-1,2,1,-2,-0.6,2,99,4,-10
O=C(O)c1ccc(CSc2ccccn2)cc1,-0.2,-3,-4,-1,7,-0.7,4,98,10,-4
CCCc1nnc(SCC(=O)N2CCCCC2C)n1CC1CCCO1 (configuration not stated),0.0,9,3,1,3,-1.5,-4,83,0,-1

Later entries
Values run as follows: aDG glyco up	NOD2-RIPK2 inh	Vif inh	Glyco luc inh	MC4R antagonist	MC4R barr agon	Exocytosis inh	ABCB6 inh 2	TLR9-MyD88 inh	ABHD5 PLIN5 PPI
- O=C(OCCOCn1cc(Br)c(=O)[nH]c1=O)c1ccccc1
→ -0.1	-9	9	-2	11	-0.3	-3	98	/	-4
- COc1ccccc1/C=C/C=C1\Oc2c(ccc(O)c2CN(C)C)C1=O
→ 0.0	7	-3	5	6	1.0	5	99	-2	21
- CC(C)C[C@H](NC(=O)c1nc[nH]c1C(=O)N1CCC(C)CC1)C(=O)OC(C)(C)C
→ 0.0	-2	/	-4	2	-0.4	1	108	-16	5
- CCN(c1ccccc1)S(=O)(=O)c1ccc(C(C(=O)OC)C(=O)OC)c([N+](=O)[O-])c1
→ -0.4	0	-4	-1	19	-1.6	3	103	-7	2
- CCN(CC)S(=O)(=O)c1cccc(NC(=O)COc2ncnc3sccc23)c1
→ -0.2	-6	-5	-3	-4	0.1	0	92	-10	10
- O=C(/C=C/c1ccc(Cl)cc1)Nc1ccc(N2CCCCC2)cc1
→ 0.0	-8	6	2	10	1.1	1	106	-12	0
- CC(C)C(NC(=O)Cc1ccccc1[N+](=O)[O-])C(C)C
→ -0.1	-5	/	1	15	-2.9	2	103	6	0
- CC(CN)(NS(=O)(=O)c1ccccc1)c1ccccc1 (configuration not stated)
→ -0.1	-2	66*	-1	-2	-1.6	-4	104	0	5
- COc1ccc(C(C(=O)NC2CCCCC2)N(C(=O)c2ccccn2)c2cccnc2)c(OC)c1 (configuration not stated)
→ 0.0	8	5	0	-2	-1.9	-25	93	-3	0
- Cc1cc(Br)cn2c(Cc3ccsc3)c(-c3ccccc3)nc12
→ -0.2	-6	/	4	/	/	-1	99	/	-5
- COC(=O)[C@H](CC(C)C)NC(=O)c1cc2c(cn1)[nH]c1ccccc12
→ 0.0	12	-10	2	-10	-1.6	-5	106	-1	2
- COc1cccc(CNC(=O)CCCc2cn(C)c3ccccc23)c1
→ 0.1	-6	5	0	3	-1.4	14	94	-6	3
- CCOc1cc(-c2nc3ccccc3s2)ccc1O
→ -0.1	-11	-1	1	1	2.8	3	96	-3	11
- CCc1nnc(NC(=O)CN2C(=O)N(C)C3(CCCCC3)C2=O)s1
→ -0.3	-5	1	2	3	-0.7	4	99	2	2
- Cc1ccnc(NS(=O)(=O)c2cnc(Cl)c(Br)c2)c1
→ 0.2	-7	-13	3	8	-1.3	0	90	-2	2
- CCOC(=O)c1c(S(=O)(=O)Nc2cccc(Cl)c2)c(C)n(C)c1C
→ 0.1	0	-6	-5	1	2.4	25	102	7	14
- COc1cccc(CNC(=O)c2cc(COc3c(F)cccc3F)on2)c1
→ 3.8	-3	-7	-2	-3	2.8	5	91	-8	12
- C/C(=N\O)C(C)(C)Nc1ccc(F)cc1
→ -0.1	-7	1	1	1	-1.0	2	100	-25	-9
- Cn1/c(=N/N=C/c2ccccn2)sc2ccccc21
→ -0.2	-10	12	-5	-2	-0.9	2	100	/	3
- CCn1c(-c2cc(-c3ccccc3)sc2N)n[nH]c1=S
→ 0.0	0	-4	3	0	-1.6	-1	96	/	-16
- Cc1ccc(NS(=O)(=O)c2ccc(NC(=O)c3cccs3)cc2)cc1
→ 0.2	10	16	-4	12	3.8	-6	91	0	6
- O=C(N/N=C/c1ccc[nH]1)c1ccccc1OCc1ccc(F)cc1
→ -0.3	-4	1	3	7	2.2	-2	94	-8	-3
- CC(=O)Nc1ccc(S(=O)(=O)N[C@@H](C)C(=O)N2CCN(c3ccccn3)CC2)cc1
→ -0.2	2	1	0	4	-3.3	5	97	2	0
- CCc1cccc(OCC2Cn3c(nc4c3c(=O)n(C)c(=O)n4C)O2)c1 (configuration not stated)
→ 0.3	-4	-1	2	9	-2.1	1	96	-16	0
- O=C(CCS(=O)(=O)c1ccc(Br)s1)NC1CCCCCC1
→ 0.1	3	6	4	-6	-2.6	2	92	9	-6
